# TRPC6 inhibitor = mouse TRPC6 channel inhibitors, primary screen, cell-based, HEK293, membrane potential dye; Short transient receptor potential channel 6 (Mus musculus), Q61143; ACh-evoked depolarization; stronger effect = lower value; B-score at 10 µM; actives 1.1% (n = 310,000);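 active = B-score under library mean minus 3 SD, initial fluorescence not abnormally high, positive integrated signal ratio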;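 note: B-score derived from integrated fluorescence ratio over the kinetic read; more negative B-score means stronger inhibition of depolarization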
# MrgX1 agonist = agonists of human MrgX1 receptor, primary screen, HEK293 cells, Fluo-4 calcium flux; Mas-related G-protein coupled receptor member X1 (Homo sapiens), Q96LB2; Fluo-4 calcium fluorescence, agonist mode; stronger effect = higher value; B-score at 10 µM; actives 0.44% (n = 310,000);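 active = calcium response B-score plate-corrected fluorescence ratio at least 3 library SD, with starting fluorescence B-score inside 5 SD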
#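 Material – MrgX1-expressing HEK293 cells · Input – 15,000 cells seeded per well · Dosing – compound as first of three additions · Times – overnight seeding, then 1 h dark dye loading · Measured by – kinetic Fluo-4 NW fluorescence of intracellular calcium · Read-out – B-scored fluorescence response ratio · Benchmarks – positive and negative control wells on each plate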
# TRPC4 inh = inhibitors of mouse TRPC4 channel, primary screen, Fluo4 calcium, HEK293 TRPC4beta/mu-opioid cells; Short transient receptor potential channel 4 (Mus musculus), Q9QUQ5; DAMGO-evoked Fluo4 calcium flux; stronger effect = lower value; B-score at 10 µM; actives 0.39% (n = 300,000); AID 2247, 2010;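 active = B-score over 3 SD under the library average, no early fluorescence shift, positive overall ratio signal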
# Target sequence (Q9QUQ5 whole entry, looked up): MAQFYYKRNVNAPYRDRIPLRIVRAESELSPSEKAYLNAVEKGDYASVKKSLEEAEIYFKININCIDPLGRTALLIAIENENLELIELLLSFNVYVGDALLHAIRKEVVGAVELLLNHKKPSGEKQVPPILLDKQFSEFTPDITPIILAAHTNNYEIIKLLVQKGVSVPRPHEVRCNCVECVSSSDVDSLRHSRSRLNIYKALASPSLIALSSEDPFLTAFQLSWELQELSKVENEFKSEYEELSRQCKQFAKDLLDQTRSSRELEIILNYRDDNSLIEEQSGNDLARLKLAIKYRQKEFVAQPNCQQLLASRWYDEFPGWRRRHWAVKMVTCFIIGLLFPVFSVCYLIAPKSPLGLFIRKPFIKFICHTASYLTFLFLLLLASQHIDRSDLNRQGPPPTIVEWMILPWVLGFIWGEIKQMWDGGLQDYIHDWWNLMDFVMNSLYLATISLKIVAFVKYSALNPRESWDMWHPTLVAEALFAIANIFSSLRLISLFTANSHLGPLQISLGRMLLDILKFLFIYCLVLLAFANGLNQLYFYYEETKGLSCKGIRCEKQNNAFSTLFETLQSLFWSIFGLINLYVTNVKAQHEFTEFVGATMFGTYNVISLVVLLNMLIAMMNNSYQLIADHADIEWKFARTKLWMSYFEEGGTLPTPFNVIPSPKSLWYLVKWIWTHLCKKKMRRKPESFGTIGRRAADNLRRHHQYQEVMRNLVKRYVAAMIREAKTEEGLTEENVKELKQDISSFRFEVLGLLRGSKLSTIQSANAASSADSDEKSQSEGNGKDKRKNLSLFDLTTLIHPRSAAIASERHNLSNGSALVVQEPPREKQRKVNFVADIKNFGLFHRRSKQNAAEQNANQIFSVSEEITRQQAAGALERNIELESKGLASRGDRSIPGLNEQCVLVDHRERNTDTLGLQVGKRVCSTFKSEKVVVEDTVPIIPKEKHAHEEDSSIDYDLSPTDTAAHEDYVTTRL
#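 Assay system: TRPC4beta/mu-opioid receptor HEK293 cell line; compound dosing: single concentration per test compound; detection: Fluo4 Ca2+ flux fluorescence; evaluation: per-well B score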
# HIF act = HIF pathway transcriptional activators, primary screen, cell-based, U2OS HRE-luciferase, luminescence; U2OS HRE-luciferase reporter; normalized: DMSO 0%, desferrioxamine 100%; actives 0.32% (n = 300,000); activation, % at 7.5 µM (by protocol); AID 1910, 2009;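 active = mean activation of at least 10% of the iron chelator positive control signal, with at least half of replicates also reaching 10%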
# MrgX1 allo act = positive allosteric modulators of MrgX1, primary screen, HEK293 cells, Fluo-4 calcium flux; Mas-related G-protein coupled receptor member X1 (Homo sapiens), Q96LB2; FDSS; stronger effect = higher value; B-score at 10 µM; actives 0.63% (n = 310,000);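 active = plate-corrected calcium response at least 3 library SD above typical, normal starting fluorescence, not activating the receptor alone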;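 note: compound read alongside a low EC10 to EC30 dose of BAM8-22 agonist; peak minus trough fluorescence over baseline measured at the second addition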
# MrgX1 antag = antagonists of human MrgX1 receptor, primary screen, HEK293 cells, Fluo-4 calcium flux; Mas-related G-protein coupled receptor member X1 (Homo sapiens), Q96LB2; BAM8-22 antagonism; stronger effect = lower value; B-score at 10 µM; actives 1.3% (n = 310,000); AID 588676, 2011;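 active = calcium-response B-score plate-corrected more than 3 library SD below zero, starting fluorescence within 5 deviations, no agonist response on first addition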;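 note: peak minus trough fluorescence over baseline after final BAM8-22 challenge near maximal dose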
# TRPC6 activator = mouse TRPC6 channel activators, primary screen, cell-based, HEK293, membrane potential dye | Short transient receptor potential channel 6 (Mus musculus), Q61143 | HEK293-TRPC6 membrane potential dye fluorescence; stronger effect = higher value | B-score at 10 µM | actives 0.13% (n = 310,000) | AID 2550, 2010;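 active = B-score of the integrated fluorescence ratio above library mean plus 3 SD, and starting fluorescence ratio within library mean plus 5 SD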;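 note: higher score means more depolarization so channel activation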
# PolyA inhibitor = polyadenylation inhibitors in yeast reporter cells, primary screen, luminescence, S. cerevisiae | actives 0.02% (n = 300,000) | calls only at 12 µM | S. cerevisiae SKY197-pL101 polyadenylation reporter, beta-gal luminescence; efflux-impaired pdr1/pdr3 knockout yeast; score 100 = 6 SD above DMSO;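 active = lowest replicate activity score at least 50, where 100 means six control SD above control mean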;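 note: yeast exposed to compound for 9 h at 30 °C; higher score means more reporter readthrough which indicates perturbed polyadenylation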
# TRPC4 PAM = positive allosteric modulators of TRPC4, primary screen, cell-based, mouse TRPC4beta, HEK293 mu-opioid, Fluo-4 calcium | Short transient receptor potential channel 4 (Mus musculus), Q9QUQ5 | DAMGO EC20, Fluo-4 Ca2+ flux; stronger effect = higher value | B-score at 10 µM | actives 0.42% (n = 310,000);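 active = B-score of calcium response area above 5 SD of library B-scores, with initial fluorescence ratio within 5 SD of library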;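 note: B-score of integrated fluorescence ratio over time as area under calcium response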
# AI-2 QS modul = Vibrio harveyi AI-2 quorum sensing modulators, primary screen, JMH597 strain, luminescence/OD600 ratio. AID 2094, 2009. Vibrio harveyi JMH597 AI-2 luminescence/OD600 ratio, 9 h; stronger effect = lower value; strain lacks LuxN and CqsS sensors; 0 = neutral-control median. activity change, % at 7.5 µM. actives 0.4% (n = 300,000); in the data active = activity change below about -75%, passing the limit was not always enough;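 note: luminescence divided by OD600 gain over 9 h not by final OD600 alone; inactives centre near 13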
# TRPC4 act = activators of mouse TRPC4 channel, primary screen, Fluo4 calcium, HEK293 TRPC4beta/mu-opioid cells | Short transient receptor potential channel 4 (Mus musculus), Q9QUQ5 | Fluo4 calcium fluorescence; stronger effect = higher value | actives 0.49% (n = 310,000) | B-score at 10 µM;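 active = B-score above 5 SD of library B-scores, and initial fluorescence ratio not above library mean plus 5 SD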;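 note: positive B-score marks a calcium rise read as TRPC4 activation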
#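 Assay system: HEK293 stable line with TRPC4beta plus mu-opioid receptor. Times: dye 45 min RT, read 110 s. Measured by: kinetic Fluo4 calcium fluorescence. Measure: B score of integrated ratio. Controls: assay buffer as low control, maximal DAMGO as high control.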
# Numbers without * were called inactive; i = inactive; · = not tested or not shown. Some of the compounds tested; the hit share may differ from the screen's.
# Each structure is followed by: TRPC6 inhibitor, MrgX1 agonist, TRPC4 inh, HIF act, MrgX1 allo act, MrgX1 antag, TRPC6 activator, PolyA inhibitor, TRPC4 PAM, AI-2 QS modul, TRPC4 act
- Cc1ccc(C)c(NC(=S)N2CCN(S(C)(=O)=O)CC2)c1
 : i, i, i, ·, i, i, i, ·, i, 15, i
- O=C(NCc1nnc(SCC(=O)N2CCCCCC2)o1)c1ccccc1F
 : i, i, i, -0.3, i, i, i, i, i, 57, i
- O=C(CSC(=S)N1CCOCC1)c1cc(Br)cc(Br)c1O
 : i, i, i, -0.5, i, i, i, i, i, 23, i
- COC(=O)c1ccc(C(=O)OC)c(NC(=S)N2CCN(c3ccccn3)CC2)c1
 : i, i, i, -0.1, i, i, i, i, i, 18, i
- O=C(c1ccc(COCC(F)(F)F)o1)N1CCCC1
 : i, i, i, -0.8, i, i, i, i, i, 18, i
- CC(C)CN(CC(C)C)C(=S)Nc1ccc(Cl)cc1
 : i, i, i, -0.1, i, i, i, i, i, 12, i
- CC(C)C(=O)Nc1nnc(Cc2c[nH]c3ccccc23)s1
 : i, i, i, 1.0, i, i, i, i, i, 8, i
- COc1cc(F)ccc1CN1CCC(n2nccc2NC(=O)C2CCOC2)CC1 (stereo unspecified)
 : i, i, i, 0.3, i, i, i, i, i, 10, i
- COc1ccc(NC(=O)C2CC(=O)OC2c2ccccc2)cc1 (stereo unspecified)
 : i, i, i, -0.8, i, i, i, i, i, 13, i
- CCc1ccc(OCCCOc2ccc(C=O)cc2)cc1
 : i, i, i, -0.1, i, i, i, i, i, ·, i
- Nc1nc2ccc(C(=O)N3CCCCC3)cc2s1
 : i, i, i, -0.3, i, i, i, i, i, 20, i
- O=c1[nH]c2ccccc2n1C1=CCNCC1
 : i, ·, i, -16, ·, ·, i, i, i, -2, i
- N#C/C(=C\c1ccc(OCCN2CCOCC2)cc1)C(=O)Nc1ccccc1
 : i, i, i, 0.4, i, i, i, i, i, 14, i
- Fc1ccccc1CN(CCN1CCOCC1)C(=S)Nc1ccccc1Cl
 : i, i, i, -0.2, i, i, i, i, i, 9, i
- Cc1cccc(C)c1NS(=O)(=O)c1ccc(-c2cnc(C3CC3)o2)cc1
 : i, i, i, 1.5, i, i, i, i, i, -8, i
- COc1ccc(OC)c(NC(=O)NCCCCc2ccccc2)c1
 : i, i, i, -0.4, i, i, i, i, i, 44, i
- O=C(c1cccnc1NCc1ccccc1)N1CCOCC1
 : i, i, i, -1.4, i, i, i, i, i, 39, i
- CC(=O)Nc1sc2c(c1CN1CCN(c3ccc(F)cc3)CC1)CCCC2
 : i, i, i, -0.3, i, i, i, i, i, -3, i
- Cc1ccc(N(CC(=O)NC2CCCC2)C(=O)c2ccc(C)s2)cc1
 : i, i, i, 1.2, i, i, i, i, i, 5, i
- Cc1csc(NC(=O)Cn2cnnn2)n1
 : i, i, i, 0.1, i, i, i, i, i, 28, i
- CC(Sc1nc2sc3c(c2c(=O)n1-c1ccccc1)CCCC3)C(=O)O (stereo unspecified)
 : i, i, i, -0.1, i, i, i, i, 17*, 29, i
- COc1cc(OC)cc(C(=O)N[C@H](C(=O)Nc2nc3c(s2)CCCC3)C(C)C)c1
 : i, i, i, 0.1, i, i, i, i, i, 31, i
- COc1ccc(N2CCN(C(=O)CN3C(=O)C4CC=CCC4C3=O)CC2)cc1 (stereo unspecified)
 : i, i, i, 0.2, i, i, i, i, i, 64, i
- CCOc1ccccc1NC(=O)N1CCCC(c2nc(-c3ccc(C)o3)no2)C1 (stereo unspecified)
 : i, i, i, 1.0, i, i, i, i, i, 21, i
- O=C(NNS(=O)(=O)c1ccc([N+](=O)[O-])cc1)c1ccc([N+](=O)[O-])cc1
 : i, i, i, 1.0, i, i, i, i, i, 36, i
- Cc1cc(C(=O)Nc2ccc3c(c2)OCCO3)ccc1[N+](=O)[O-]
 : i, i, i, -0.9, i, i, i, i, i, 9, i
- Cc1ccc(C2CC(c3cccs3)=NN2C(=O)CSc2nc3ccccc3o2)cc1 (stereo unspecified)
 : i, i, i, -14, i, i, i, i, i, 9, i
- COCCCC1CCN(C(=O)C2CCC(=O)N(CCc3ccccc3)C2)CC1 (stereo unspecified)
 : i, i, i, 1.4, i, i, i, i, i, 24, i
- CCC(CO)n1cnnc1-c1ccncc1 (stereo unspecified)
 : i, i, i, 0.1, i, i, i, i, i, 5, i
- O=C(C1=C[C@@H](c2ccccc2)C[C@@H](OCc2ccc(CO)cc2)O1)N1CCN(Cc2ccc3c(c2)OCO3)CC1
 : i, i, i, 3.1, i, i, i, i, i, 22, i
- Cn1c(CCc2nc3ccccc3[nH]2)n[nH]c1=S
 : i, i, i, 0.2, i, i, i, i, i, 0, i
- O=C(CCn1ccnc1)Nc1ccc2ccccc2c1
 : i, i, i, -0.6, i, i, i, i, i, 12, i
- Cc1cccc(C)c1NC(=S)NCCc1ccc(O)c(O)c1
 : i, i, i, -0.1, i, i, i, i, i, 16, i
- Cc1c(CNC(=O)c2c([N+](=O)[O-])cnn2C)cnn1C
 : i, i, i, -0.4, i, i, i, i, i, 12, i
- CCCN(S(=O)(=O)c1ccccc1F)S(=O)(=O)c1ccccc1Br
 : i, i, i, -0.3, i, i, i, i, i, 5, i
- O=C(CSc1ncccn1)Nc1ccc2c(c1)CCC2
 : i, i, i, 0.5, i, i, i, i, i, -10, i
- COC(=O)c1ccc(NC(=O)C(=O)NCC2CCCO2)cc1 (stereo unspecified)
 : i, i, i, 1.4, i, i, i, i, i, 22, i
- O=C1CC(c2ccccc2)CC(=O)C1CS(=O)(=O)c1ccccc1 (stereo unspecified)
 : i, i, i, 0.3, i, i, i, i, i, 10, i
- Cc1cccc(NC(=O)c2cc(NC(=O)C3CCCCC3C(=O)O)ccc2N2CCOCC2)c1 (stereo unspecified)
 : i, i, i, 0.6, i, i, i, i, i, 20, i
- Cc1ccc(Cn2c(C3CCCN3c3nc(-c4cc(Cl)c(N)c(Cl)c4)cs3)nc3cc(C(=O)NCCCO)ccc32)cc1 (stereo unspecified)
 : i, i, ·, 0.3, i, i, i, i, i, 9, i
- COC(=O)c1ccc(C23CC4(C2)[C@H](CN(Cc2cccnc2)[C@@H]4c2ccccc2)C3c2ccc(Cl)nc2)cc1 (stereo partly specified)
 : i, i, i, 0.0, i, i, i, i, i, 22, i
- Cc1nc(NC(=S)NC(=O)c2ccco2)sc1C(=O)N(C)C
 : i, i, i, -0.1, i, i, i, i, i, 8, i
- CC(=O)N1CCN(CC(=O)Nc2ccc(Cl)c(S(=O)(=O)N(C)C)c2)CC1
 : i, i, i, -0.3, i, i, i, i, i, 11, i
- CCCCCCCCCCCC(=O)NC(C(=O)OCC)C(O)c1cccc([N+](=O)[O-])c1 (stereo unspecified)
 : i, i, i, -6.1, i, i, i, i, i, -16, i
- O=C(NCc1ccccc1)c1cc[n+](Cc2ccccc2)cc1
 : i, i, i, 0.3, i, i, i, i, i, 2, i
- CCOC(=O)c1c(-c2cccc([N+](=O)[O-])c2)csc1NC(=O)C1CCCCC1
 : i, i, i, 0.1, i, i, i, i, i, 6, i
- CCOc1ccc(N=Cc2c(O)n(-c3cccc(C)n3)c(=O)c3ccccc23)cc1
 : i, i, i, 0.4, i, i, i, i, i, -2, i
- N#CCCN(Cc1cccs1)C(=O)Nc1ccccc1
 : i, i, i, 0.1, i, i, i, i, i, 20, i
- O=C(COC(=O)CN1C(=O)C2CCCCC2C1=O)NC1CCS(=O)(=O)C1 (stereo unspecified)
 : i, i, i, ·, i, i, i, i, i, 11, i
- CC1CC(C)CN(CCCNC(=O)CN2C(=O)COc3ccc(S(=O)(=O)N4CCOCC4)cc32)C1 (stereo unspecified)
 : i, i, i, -0.1, i, i, i, i, i, ·, i
- CC(=O)Nc1ccc(NC(=O)CN2C(=O)COc3ccc(S(=O)(=O)N4CCCCC4)cc32)cc1
 : i, i, i, 1.2, i, i, i, i, i, 16, i
- CCCCN(C)C(=O)CCC(=O)Nc1ccc2nc(N3CCN(C)CC3)cc(C)c2c1
 : i, i, i, 0.3, i, i, i, i, i, 11, i
- Nc1[nH]n(-c2ccccc2)c(=O)c1N=Nc1ccccc1
 : i, i, i, 2.6, i, i, i, i, i, 12, i
- O=C(O)COCC(=O)N1CCN(c2cc(C(F)(F)F)nc3ccccc23)CC1
 : i, i, i, -0.3, i, i, i, i, i, 12, i
- COCCCNC(=S)NCCNc1nc2cc(C)c(C)cc2cc1C#N
 : i, i, i, 0.8, i, i, i, i, i, 7, i
- CC(C)CC(c1nnnn1CCc1ccccc1)N1CCN(C(=O)c2ccco2)CC1 (stereo unspecified)
 : i, i, i, -19, i, i, i, i, i, 33, i
- CCOC(=O)N1CCN(C(=O)CN(c2ccc(Oc3ccccc3)cc2)S(C)(=O)=O)CC1
 : i, i, i, 0.8, i, i, i, i, i, 19, i
- O=C(C1=C[C@H](c2ccc3c(c2)OCO3)C[C@H](OCc2ccc(CO)cc2)O1)N1CCCCCCC1
 : i, i, i, 0.5, i, i, i, i, i, 7, i

# Filtered by structure: those above with a CF3 group
# Each structure is followed by: TRPC6 inhibitor, MrgX1 agonist, TRPC4 inh, HIF act, MrgX1 allo act, MrgX1 antag, TRPC6 activator, PolyA inhibitor, TRPC4 PAM, AI-2 QS modul, TRPC4 act
- O=C(c1ccc(COCC(F)(F)F)o1)N1CCCC1
 : i, i, i, -0.8, i, i, i, i, i, 18, i
- O=C(O)COCC(=O)N1CCN(c2cc(C(F)(F)F)nc3ccccc23)CC1
 : i, i, i, -0.3, i, i, i, i, i, 12, i
